LYPLA1 counter: LYPLA1 inhibitors, primary screen, counter-screen for PME1 inhibitor project, biochemical, fluorescence polarization, FP-Rh probe ABPP; Acyl-protein thioesterase 1 (Homo sapiens), O75608; recombinant LYPLA1; inhibition, % at 5.9 µM; actives 0.16% (n = 320,000);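 active means inhibition above the mean of all tested compounds plus 3 SD, set per campaign, cut at about 14% in these data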;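 further: inhibitors block serine hydrolase probe labeling of LYPLA1 so polarization falls; 0% = enzyme with DMSO and 100% = wells lacking LYPLA1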
Target sequence (O75608 whole entry, looked up): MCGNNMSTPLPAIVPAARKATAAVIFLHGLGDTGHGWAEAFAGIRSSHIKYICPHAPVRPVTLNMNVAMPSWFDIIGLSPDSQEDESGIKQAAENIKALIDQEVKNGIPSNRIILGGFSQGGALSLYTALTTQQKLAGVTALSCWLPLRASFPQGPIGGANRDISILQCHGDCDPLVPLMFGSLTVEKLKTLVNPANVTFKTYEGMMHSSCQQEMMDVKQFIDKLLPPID
PAFAH2 inh: PAFAH2 enzyme inhibitors, primary screen, biochemical, fluorescence polarization, human; recombinant PAFAH2, FP-rhodamine activity probe; actives 0.99% (n = 340,000); inhibition, % at 3.39 µM; Platelet-activating factor acetylhydrolase 2, cytoplasmic (Homo sapiens), Q99487;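 active means inhibition above the mean over all tested compounds plus 3 SD, cut at about 30% in these data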;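 further: inhibitors block probe labeling of enzyme so polarization drops; 0% = enzyme with DMSO and 100% = wells lacking PAFAH2 protein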
PAD4 FP inh: human PAD4 inhibitors, primary screen, biochemical, fluorescence polarization, 1536-well format; Protein-arginine deiminase type-4 (Homo sapiens), Q9UM07; recombinant PAD4, RCA probe fluorescence polarization; inhibition, % at 6.36 µM; actives 0.41% (n = 330,000);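 active means percent inhibition above a cutoff equal to the mean of all tested compounds plus 3 SD, cut at about 15% in these data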;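 further: 0% = PAD4 with RCA probe and DMSO and 100% = probe without PAD4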
Target sequence (Q9UM07 whole entry, looked up): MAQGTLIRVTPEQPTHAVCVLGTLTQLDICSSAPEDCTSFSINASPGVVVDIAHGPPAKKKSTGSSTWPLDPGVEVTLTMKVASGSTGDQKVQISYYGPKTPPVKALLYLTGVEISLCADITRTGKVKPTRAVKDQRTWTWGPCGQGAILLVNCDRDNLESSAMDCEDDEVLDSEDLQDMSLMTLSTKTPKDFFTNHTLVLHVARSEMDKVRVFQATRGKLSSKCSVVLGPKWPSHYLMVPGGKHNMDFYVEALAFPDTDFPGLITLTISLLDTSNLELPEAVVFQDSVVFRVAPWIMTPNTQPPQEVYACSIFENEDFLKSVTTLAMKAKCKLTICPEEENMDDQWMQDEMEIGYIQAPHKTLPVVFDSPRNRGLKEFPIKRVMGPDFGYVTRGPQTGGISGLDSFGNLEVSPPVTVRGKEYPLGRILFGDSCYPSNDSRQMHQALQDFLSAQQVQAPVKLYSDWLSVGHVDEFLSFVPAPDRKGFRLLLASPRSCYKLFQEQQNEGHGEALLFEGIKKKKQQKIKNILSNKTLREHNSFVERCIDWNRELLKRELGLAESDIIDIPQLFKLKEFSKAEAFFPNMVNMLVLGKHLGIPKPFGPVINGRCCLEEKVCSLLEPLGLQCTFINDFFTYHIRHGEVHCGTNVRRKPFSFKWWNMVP
pPAFAH FP inh: pPAFAH enzyme inhibitors, primary screen, biochemical, fluorescence polarization, human. recombinant pPAFAH, FP-rhodamine probe fluorescence polarization. Platelet-activating factor acetylhydrolase (Homo sapiens), Q13093. actives 1.5% (n = 330,000). inhibition, % at 3.39 µM. AID 463082, 2010;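 active means inhibition above the mean inhibition across the screen plus 3 SD, cut at about 25% in these data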;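 further: inhibitors block binding of the rhodamine activity-based probe so polarization drops; 0% = enzyme with DMSO and 100% = wells lacking pPAFAH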
GSTO1 counter: inhibitors of recombinant GSTO1, primary screen, counter-screen for RBBP9 inhibitor project, biochemical, fluorescence polarization. inhibition, % at 5.96 µM. actives 1.1% (n = 300,000). Glutathione S-transferase omega-1 (Homo sapiens), P78417. AID 1974, 2009. activity-based probe fluorescence polarization;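 active means inhibition above the campaign mean inhibition plus 3 SD, cut at about 35% in these data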;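 further: 0% = GSTO1-1 with DMSO and 100% = wells lacking GSTO1-1 enzyme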
PAFAH1B2 FP inh: PAFAH1B2 enzyme inhibitors, primary screen, biochemical, fluorescence polarization, human; Platelet-activating factor acetylhydrolase IB subunit alpha2 (Homo sapiens), P68402; recombinant PAFAH1B2, FP-rhodamine activity probe; inhibition, % at 3.39 µM; actives 1.2% (n = 340,000);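 active means inhibition above the mean of all tested compounds plus 3 SD, cut at about 24% in these data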;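 further: 0% = enzyme with DMSO and 100% = wells lacking PAFAH1B2; many of its hits are not listed in these tables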
PME-1 primary: PME-1 inhibitors via competitive probe labeling, primary screen, biochemical, fluorescence polarization, FP-Rh probe, HTS. AID 2130, 2009. inhibition, % at 5.9 µM. actives 0.53% (n = 320,000). recombinant PME-1. Protein phosphatase methylesterase 1 (Homo sapiens), Q9Y570;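 active means inhibition above the campaign mean of all compounds plus 3 SD, cut at about 26% in these data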;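 further: competitive labeling of PME-1 active site by serine hydrolase directed probe; 0% = PME-1 with DMSO and 100% = wells lacking PME-1 enzyme; inhibitors block probe labeling so polarization falls and inhibition rises; many of its hits are not listed in these tables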
PAFAH1B3 FP inh: PAFAH1B3 enzyme inhibitors, primary screen, biochemical, fluorescence polarization, human; Platelet-activating factor acetylhydrolase IB subunit alpha1 (Homo sapiens), Q15102; recombinant PAFAH1B3, FP-rhodamine probe; inhibition, % at 3.39 µM; actives 0.28% (n = 340,000);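 active means inhibition above the screen-wide average of all tested compounds plus 3 SD, cut at about 25% in these data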;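 further: 0% = enzyme with DMSO only and 100% = wells lacking PAFAH1B3 protein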
LYPLA2 counter: LYPLA2 inhibitors, primary screen, counter-screen for PME1 inhibitor project, biochemical, fluorescence polarization, FP-Rh probe ABPP; Acyl-protein thioesterase 2 (Homo sapiens), O95372; recombinant LYPLA2; inhibition, % at 5.9 µM; actives 0.38% (n = 320,000); AID 2177, 2009;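 active means inhibition above the screen-wide mean plus 3 SD, limit set per campaign, cut at about 26% in these data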;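 further: 0% = LYPLA2 with DMSO and 100% = wells lacking LYPLA2 enzyme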
Target sequence (O95372 whole entry, looked up): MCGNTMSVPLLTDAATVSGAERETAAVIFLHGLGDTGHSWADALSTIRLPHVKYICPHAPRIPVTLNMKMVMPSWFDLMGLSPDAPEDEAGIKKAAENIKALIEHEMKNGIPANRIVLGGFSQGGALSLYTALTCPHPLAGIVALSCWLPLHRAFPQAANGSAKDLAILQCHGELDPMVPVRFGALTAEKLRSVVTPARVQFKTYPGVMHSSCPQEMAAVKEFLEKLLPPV
* hit, by the source's call; . = not tested or not shown. This is a subset, so the mix of outcomes need not match the whole.

SMILES	LYPLA1 counter	PAFAH2 inh	PAD4 FP inh	pPAFAH FP inh	GSTO1 counter	PAFAH1B2 FP inh	PME-1 primary	PAFAH1B3 FP inh	LYPLA2 counter
COc1ccc(NC(=O)[C@@H]2CCCN2S(=O)(=O)c2cccc3cccnc23)cc1	0	5	-1	1	5	6	0	6	-1
O=C(Nc1sc2c(c1C(=O)O)CCC2)c1ccccc1	1	25	2	11	0	10	8	19	7
CN1CCN(C(=O)c2ccc(C(F)(F)F)cc2)CC1	-3	12	-2	3	11	5	-3	-1	0
CN(C(=O)COC(=O)c1cc(-c2ccccc2Cl)nc2ccccc12)C1CCS(=O)(=O)C1 (stereo not given)	-8	-1	2	27*	-4	0	-10	4	-5
COc1ccc(CCN2C(=O)CC(NCc3ccc4c(c3)OCO4)C2=O)cc1OC (stereo not given)	3	-1	-8	-5	-1	-5	0	2	2
CC(C)c1nnc(NC(=O)C2CCCCC2)s1	1	0	0	-2	3	5	-2	-4	-2
CCOc1ccccc1-n1c(SCC(=O)NC)nnc1-c1ccco1	-3	-4	-4	-4	0	-2	-6	0	-3
COc1cc(CN(C(=O)c2cc3ccccc3oc2=O)C2CCS(=O)(=O)C2)cc(OC)c1OC (stereo not given)	-1	-8	4	5	3	1	-4	1	2
CCOc1ccc2nc(N3CCOCC3)nc(C)c2c1	1	-4	-2	2	4	6	-4	4	5
Cc1cc(C(=O)N2CCCC2C(=O)O)c(C)o1 (stereo not given)	-2	-1	-5	-4	0	5	-8	-5	0
CCn1cc(Cl)c(C(=O)Nc2nc3ccccc3n2CCN2CCCCC2)n1	1	6	0	-1	-2	3	-7	-3	4
CCOC(=O)N1CCC(N(CCN(C)C)C(=S)Nc2cccc(Cl)c2C)CC1	1	-2	-2	-3	2	-5	1	1	3
COc1cccc(C(=O)COc2ccc3c(C)c(Cc4ccccc4)c(=O)oc3c2C)c1	1	.	3	6	-1	.	-3	.	-8
COc1cc(C(=O)N(Cc2ccc(F)cc2)C2CCS(=O)(=O)C2)cc(OC)c1OC (stereo not given)	-1	-12	-2	1	-6	-1	-3	0	-1
CN1CCC(N(C)C(=O)Cc2ccccc2[N+](=O)[O-])CC1	7	-3	2	3	-3	-1	-3	4	3
COC(=O)Cc1ccc(OCc2ccc(Cl)nc2)cc1	1	-6	4	-4	16	2	-15	-8	2
CCC(Oc1ccc(C)c(C)c1)C(=O)O (stereo not given)	2	-5	-5	3	6	-4	0	5	0
Cc1ccccc1NC(=O)CSc1nnc(CNC(=O)c2ccc3c(c2)OCO3)n1C	4	-1	2	3	8	9	2	5	6
CCN(CC)S(=O)(=O)c1ccc(N2CCCC2)c(C(=O)Nc2ccc(OC)c(Cl)c2)c1	-4	3	-2	5	5	1	1	0	-2
Cc1ccccc1C1=NC(c2ccc(F)cc2F)ON1 (stereo not given)	5	0	5	5	16	4	1	10	5
Cc1cccc(-n2cnc(C(=O)N/N=C/c3ccccc3)c2)n1	-5	6	-1	0	-14	3	-2	9	0
COCCNC(=O)c1cc2cc(Br)cc(OC)c2oc1=O	0	-2	-3	1	4	0	-1	9	5
CCNC(=O)N1CCC(n2nccc2NC(=O)CCCc2ccccc2)CC1	0	4	1	7	-2	5	-3	0	2
Cc1ccc(S(=O)(=O)N2CCC(=O)N(C(CO)Cc3ccccc3)CC2)cc1 (stereo not given)	-5	1	1	0	2	24*	-2	4	-5
COc1ccc(CNC(=O)C2(CC3CC(c4ccccc4)=NO3)CCN(C(=O)C3CCCC3)CC2)cc1 (stereo not given)	2	1	1	8	4	11	-5	6	9

Molecules from the list above that have a COOH group:
SMILES	LYPLA1 counter	PAFAH2 inh	PAD4 FP inh	pPAFAH FP inh	GSTO1 counter	PAFAH1B2 FP inh	PME-1 primary	PAFAH1B3 FP inh	LYPLA2 counter
O=C(Nc1sc2c(c1C(=O)O)CCC2)c1ccccc1	1	25	2	11	0	10	8	19	7
Cc1cc(C(=O)N2CCCC2C(=O)O)c(C)o1 (stereo not given)	-2	-1	-5	-4	0	5	-8	-5	0
CCC(Oc1ccc(C)c(C)c1)C(=O)O (stereo not given)	2	-5	-5	3	6	-4	0	5	0

Single records, as listed above. Order of screens: LYPLA1 counter	PAFAH2 inh	PAD4 FP inh	pPAFAH FP inh	GSTO1 counter	PAFAH1B2 FP inh	PME-1 primary	PAFAH1B3 FP inh	LYPLA2 counter
Entry for CCOC(=O)N1CCC(N(CCN(C)C)C(=S)Nc2cccc(Cl)c2C)CC1 → 1	-2	-2	-3	2	-5	1	1	3
Entry for CN(C(=O)COC(=O)c1cc(-c2ccccc2Cl)nc2ccccc12)C1CCS(=O)(=O)C1 (stereo not given) → -8	-1	2	27*	-4	0	-10	4	-5
Entry for Cc1ccccc1C1=NC(c2ccc(F)cc2F)ON1 (stereo not given) → 5	0	5	5	16	4	1	10	5
Entry for COc1ccc(CCN2C(=O)CC(NCc3ccc4c(c3)OCO4)C2=O)cc1OC (stereo not given) → 3	-1	-8	-5	-1	-5	0	2	2

Next part
SMILES	LYPLA1 counter	PAFAH2 inh	PAD4 FP inh	pPAFAH FP inh	GSTO1 counter	PAFAH1B2 FP inh	PME-1 primary	PAFAH1B3 FP inh	LYPLA2 counter
CCN(c1ccccc1)S(=O)(=O)c1cccc(C(=O)OCC(=O)Nc2ccc(NC(C)=O)cc2)c1	.	9	-2	12	.	6	.	3	.
CCC(C)NC(=O)c1cc2c(=O)n3cccc(C)c3nc2s1 (stereo not given)	-2	0	1	3	1	-4	5	11	-3
COc1ccc(C)cc1NC(=O)C1CC1c1ccccc1 (stereo not given)	0	2	5	7	-1	2	1	10	3
O=C(O)CC1(c2ccccc2)C(=O)c2ccccc2C1=O	-1	3	-2	5	-4	5	-2	5	2
Cc1cccc(OCCCCn2c(CO)nc3ccccc32)c1	4	0	2	2	3	2	3	2	0
C=CCN=C1S/C(=C\N(C)C)C(=O)N1S(=O)(=O)c1ccc(C)cc1	.	2	-7	-1	.	6	.	4	.
O=c1c(Cl)c(NC2CC2)cnn1-c1ccccc1	2	-1	2	1	3	5	1	6	-2
CCc1nc(NCCN2CCOCC2)c2oc3ccccc3c2n1	2	6	0	-1	-3	4	5	-1	8
COc1ccc(Br)cc1/C(C)=N/NC1=NCCN1	-2	1	-1	8	0	3	-3	7	-2
O=C(NCc1ccc(CNC(=O)c2ccco2)cc1)c1ccco1	-3	-1	-2	1	7	3	4	11	0
O=C(CSc1ccc2nnc(-c3cccc(F)c3)n2n1)N1CCCc2ccccc21	1	11	-2	-2	-2	7	-2	6	4
CC(=O)c1cccc(OCC(=O)N2CCN(c3ccc(C(F)(F)F)cn3)CC2)c1	5	1	-1	8	1	7	2	-1	58*
Cc1cc(C(=O)CSc2nc3ccccc3o2)c(C)n1C1CC1	-1	3	-4	7	5	-2	-2	-2	8
O=C(CCC(=O)NC12CC3CC(CC(C3)C1)C2)NC1CCCCC1	-1	8	-3	0	-2	9	2	3	5
CCC(=O)Nc1nc(NCc2ccccc2OC)n(-c2ccccc2)n1	-3	-1	-2	2	0	9	2	4	-6
CCOC(=O)c1c(C)oc2c1c1c(c3ccccc32)OCN(CCCC(=O)O)C1	-3	-2	-8	5	7	1	2	0	-2
c1ccc(Cc2nnc(N3CCOCC3)c3ccccc23)cc1	0	-1	2	1	1	-4	-3	6	-7
COc1cccc(C2C3=C(CC(C)(C)CC3=O)OC(N)=C2[N+](=O)[O-])c1 (stereo not given)	0	-1	-3	-2	-1	6	2	3	8
CC(C)(CC(=O)O)CC(=O)Nc1cc(C(F)(F)F)cc(C(F)(F)F)c1	-1	-2	3	8	-9	8	-3	6	0
Nn1c(SCCOc2ccccc2)nnc1-c1cccnc1	0	1	0	3	-1	2	2	0	-2
Cc1ccc(-n2c(O)c(C=Nc3ccc4c(c3)OCO4)c3ccccc3c2=O)cc1C	2	-5	-2	0	11	0	1	1	2
Cc1ccccc1NC(=S)NCc1ccc(F)cc1	-1	4	1	5	5	0	4	9	0
CC(C)N1CC23C=CC(O2)C(C(=O)OCc2ccccc2)C3C1=O (stereo not given)	-1	-6	-5	-1	-1	1	3	1	1
COc1ccc(-n2nc3c(c2NC(=O)C(C)Cl)CSC3)cc1 (stereo not given)	1	-6	0	-2	2	-2	0	-2	-4
COc1cc(NC(=O)c2ccc(S(=O)(=O)N(C)C)cc2)cc(OC)c1OC	-3	7	0	-3	-1	-3	-3	0	-7
The list goes on.
SMILES	LYPLA1 counter	PAFAH2 inh	PAD4 FP inh	pPAFAH FP inh	GSTO1 counter	PAFAH1B2 FP inh	PME-1 primary	PAFAH1B3 FP inh	LYPLA2 counter
CC1Cc2ccccc2N1C(=O)COC(=O)c1c2c(nc3ccccc13)CCCCC2 (stereo not given)	-9	-10	-1	1	-7	-5	-7	7	-8
O=C(CNC(=O)c1ccccc1)OCC(=O)c1ccccc1Cl	1	9	-4	4	-4	5	6	-4	-3
COc1ccc(Cn2c(C)c(C)c(C#N)c2NC(=O)Nc2cccc(Cl)c2)cc1	-6	-14	-11	-3	-22	-6	-13	1	-6
C#CCn1c(CCNC(=O)c2ccco2)nc2ccccc21	-4	2	-6	-3	-3	1	0	4	3
COc1ccccc1C1=NOC(COc2ccc3c(C)cc(=O)oc3c2)C1 (stereo not given)	2	.	-1	-5	3	.	1	.	7
O=C(c1cccnc1)N(Cc1ccccc1)c1ccccc1	2	8	2	-4	12	3	3	3	1
Cc1ccc(CC(=O)OCC(=O)NC2CCCC(C)C2C)cc1C (stereo not given)	2	39*	3	29*	6	4	4	10	5
COc1ccc(OC)c(C(=O)COC(=O)C2CC3CCCC(C2)C3=O)c1 (stereo not given)	-3	-2	-6	6	2	2	-1	2	-5
O=C(N/N=C/c1ccc([N+](=O)[O-])o1)c1cc2ccccc2o1	0	2	-9	30*	32	7	7	11	3
CCOc1ncccc1C(=O)Nc1cccc(S(=O)(=O)N2CCCCC2)c1	-4	-5	-2	-6	.	5	3	7	1
Cc1cc2cc(CN(Cc3ccco3)C(=O)NCc3ccccc3)c(=O)[nH]c2cc1C	-2	-7	-1	9	10	4	-1	-1	3

Sorted by formula weight (ascending): 4 of the compounds above
SMILES	LYPLA1 counter	PAFAH2 inh	PAD4 FP inh	pPAFAH FP inh	GSTO1 counter	PAFAH1B2 FP inh	PME-1 primary	PAFAH1B3 FP inh	LYPLA2 counter
O=C(Nc1sc2c(c1C(=O)O)CCC2)c1ccccc1	1	25	2	11	0	10	8	19	7
COC(=O)Cc1ccc(OCc2ccc(Cl)nc2)cc1	1	-6	4	-4	16	2	-15	-8	2
CCc1nc(NCCN2CCOCC2)c2oc3ccccc3c2n1	2	6	0	-1	-3	4	5	-1	8
CCN(CC)S(=O)(=O)c1ccc(N2CCCC2)c(C(=O)Nc2ccc(OC)c(Cl)c2)c1	-4	3	-2	5	5	1	1	0	-2

Source: PubChem BioAssay (The Scripps Research Institute Molecular Screening Center)
